# Bioassay records deposited in PubChem by National Center for Advancing Translational Sciences (NCATS).
# Giardia killer: Small Molecules that selectively kill Giardia lamblia: qHTS; actives 0.15% (n = 340,000); AID 540267, 2011; activity change, % at 7.66 µM, hits read low; Giardia lamblia trophozoite viability; in the data active = activity change below about -80%; inconclusive = between about -30% and that limit;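 also: parasites exposed to compound for two days anaerobically before the ATP read; % is scaled to controls: 0 for no effect and ±100 for the full control effect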
#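 Anaerobic 48 hrs incubation at 37 deg C of 100 trophozoites/well with test compounds; ATPLite 1-Step luminescence, 15-30 min RT, reports cellular ATP as viability.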
# AT treatment: qHTS Assay for Identifying a Potential Treatment of Ataxia-Telangiectasia. […] A-T fibroblasts, KAP-1 phosphorylation AlphaLISA; neocarzinostatin DNA damage 30 min before lysis. Potency, µM (series often up to 57.5 µM), for inactives: top-dose activation, usual class: activators. actives 0.19% (n = 320,000); also: potency is read from the fitted curve at half-maximal effect; % of control where 0% means no effect; nearly all actives have a fitted effect of over 45% in size
#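 hTERT-immortalized A-T patient fibroblasts ([…]), 500 cells/well in OPTI-MEM, 1% FBS, got compounds for 60 min, then NCS for 30 min at 37C. Lysates were then assayed for phospho-KAP-1 by AlphaLISA (anti-pKAP1 donor, anti-KAP1 acceptor beads), 6 hr at 25C.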
# Chronic BCR inh: qHTS Assay to Find Inhibitors of Chronic Active B-Cell Receptor Signaling. ABC-DLBCL IkBa-CBG/CBR reporter, luminescence ratio, 4 h. Potency, µM (doses to about 46.1 µM), for inactives: top-dose ratio change, negative = lower green/red ratio, usual class: inhibitors. actives 0.05% (n = 340,000); active = well fitted inhibition curve with a large enough effect in the signal ratio, with a control signal flat, not every such curve was filed as active; inconclusive = small, poorly fitted or top-dose-only effect, or effect the other way, or a change in a side signal; the % refers to the signal ratio;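 also: potency is read from the fitted curve at half-maximal effect; plate controls were basal doxycycline-induced cells for no effect and cells given 10 µM MG132 for full effect; MG132 reads +100%, hits lower the ratio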
#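 Concentration-response series (up to 46 uM) were applied to TMD8 dual-reporter cells for 4 h at 37C with doxycycline. Green/red ratio, after filter-overlap correction, defined %Activity; red signal alone was normalised to basal cells and zero luminescence.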
# TCR act: Activators of T cell receptors: qHTS campaign; primary human leukocytes, anti-CD3, IL-2 HTRF, 48 h; Potency, µM (titrated, usually from 9.22 µM), for the others: at the highest dose activation of IL-2 secretion, usual class: activators; 330,000 tested, under 10 active; also: % of control where 0% means no effect
#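 1) Mix primary human leukocytes, a-CD3 beads and compound. 2) Incubate 48 hr. 3) Add HTRF IL-2 reagents (a-IL-2-K, a-IL-2-d2).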
# Coupling enz: qHTS Assay for Inhibitors of Fructose-1,6-bisphosphate Aldolase from Giardia Lamblia: Coupling assay counterscreen | AID 2472, 2010 | coupling enzyme system counterscreen, AmpLite Red fluorescence | actives 0.67% (n = 290,000) | activity change, negative = inhibition, % at 58.2 µM, hits read low; in the data active = activity change below about -30%; also: % is scaled to controls: 0 for no effect and ±100 for the full control effect
#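 First, compound is pin-transferred into glyceraldehyde-3-phosphate coupling-enzyme reagent at 57.5 uM final and held 10 min at RT. Next, substrate, coupling system and AmpLite Red are added. After 20 min RT, fluorescence (525/598 nm) is read.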
# Tb PFK inh: qHTS Assay to Find Inhibitors of T. brucei phosphofructokinase | actives 0.17% (n = 330,000) | Potency, µM (titrated, usually from 57.5 µM), without a hit: top-dose activity, negative = inhibition, actives largely listed as inhibitors | AID 485367, 2010 | T. brucei PFK, ADP-Glo luminescence;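 also: potency is read from the fitted curve at half-maximal effect; 0% = uninhibited 1x PFK enzyme wells and -100% = no-enzyme wells; nearly all actives have a fitted effect of over 60% in size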
# Target sequence (O15648 whole entry, looked up): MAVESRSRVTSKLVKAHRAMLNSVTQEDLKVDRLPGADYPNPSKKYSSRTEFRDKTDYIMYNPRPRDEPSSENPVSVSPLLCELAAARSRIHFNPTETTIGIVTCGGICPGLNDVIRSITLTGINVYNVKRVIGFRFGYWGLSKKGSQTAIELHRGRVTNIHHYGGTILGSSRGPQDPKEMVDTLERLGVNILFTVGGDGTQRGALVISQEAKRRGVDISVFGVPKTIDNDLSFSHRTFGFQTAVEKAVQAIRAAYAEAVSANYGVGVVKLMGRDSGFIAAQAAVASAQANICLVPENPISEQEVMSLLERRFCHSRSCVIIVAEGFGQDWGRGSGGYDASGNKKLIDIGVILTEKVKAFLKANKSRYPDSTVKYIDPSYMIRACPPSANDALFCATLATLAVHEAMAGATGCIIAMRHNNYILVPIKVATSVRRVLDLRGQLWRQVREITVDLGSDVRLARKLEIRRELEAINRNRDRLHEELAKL
#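 ADP-Glo luminescence quantified ADP after 45 min at room temperature, with 1.25 nM T. brucei PFK, 0.1 mM ATP and 0.5 mM fructose-6-phosphate in pH 8.0 TEA buffer. qHTS titrations up to 57 µM; curves classified by quality.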
# CXXC DNA block: qHTS Fluorescence Polarization Assay for Inhibitors of MLL CXXC domain - DNA interaction; Histone-lysine N-methyltransferase 2A (Homo sapiens), Q03164; MLL-CXXC / FITC-HOXA9 DNA fluorescence polarization; Potency, µM (doses to about 115 µM), inactives show top-dose activity change, negative = inhibition, usual class: inhibitors; actives 0.037% (n = 290,000); active = well fitted inhibition curve with a large enough effect in the polarisation, with a control signal flat, not every such curve was filed as active; inconclusive = small, poorly fitted or top-dose-only effect, or effect the other way, or a change in a side signal; inactive = no such curve, though single readings can be large or run the other way; the % refers to the polarisation; also: potency is read from the fitted curve at half-maximal effect
#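 Fluorescence polarization: 7 uM MLL-CXXC (stock) preincubated 5 min with compounds, then 50 nM fluorescein-HOX-A9 DNA (stock) added; 30 min ambient. Buffer 50 mM Tris-HCl pH 7.5, 50 mM NaCl, 1 mM DTT, 0.05% BSA.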
# TSHR antag: Antagonists of the Thyroid Stimulating Hormone Receptor: HTS campaign; Thyrotropin receptor (Homo sapiens), P16473; TSHR-expressing cells, TSH-stimulated cAMP HTRF, 2 h; stronger effect = lower value; activity change, negative = inhibition, % at 11.5 µM; actives 0.2% (n = 330,000);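 active = activity change below a set negative limit, meaning inhibition stronger than a set level, cut at about -70% in these data; inconclusive = activity change between two set negative limits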; also: % is scaled to controls: 0 for no effect and ±100 for the full control effect
#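 Antagonism was scored as loss of TSH-driven cAMP in TSHR cells, stimulated with 4nM TSH (EC80) for 2 hours at 37 deg C and detected by homogeneous HTRF competition immunoassay.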
# KCNH2 WT inh: qHTS for Inhibitors of KCHN2 3.1: Wildtype qHTS | U2OS, BacMam KCNH2, thallium flux FluxOr; stronger effect = lower value | actives 0.37% (n = 340,000) | activity change, % at 1.84 µM;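 active = maximum activity change below -70%; inconclusive = maximum activity change between -70% and -50%; inactive = maximum activity change above -50%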; also: % is scaled to controls: 0 for no effect and ±100 for the full control effect
#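 U2OS cells transduced with wild-type KCNH2 virus are loaded with FluxOr dye for 45 min, and thallium flux is measured in kinetic reads before and after stimulation buffer. Rate constants are normalized to DMSO controls.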
# GALK inhibitor: qHTS Assay for Inhibitors of Human Galactokinase (GALK) | P51570 | Purified GALK, Kinase-Glo residual ATP luminescence | Potency, µM (doses to about 57.5 µM), without a hit: at the top dose activity change, negative = inhibition, most hits filed as inhibitors | actives 0.007% (n = 270,000); also: potency is read from the fitted curve at half-maximal effect; % is scaled to controls: 0 for no effect and ±100 for the full control effect
# Target sequence (P51570 whole entry, looked up): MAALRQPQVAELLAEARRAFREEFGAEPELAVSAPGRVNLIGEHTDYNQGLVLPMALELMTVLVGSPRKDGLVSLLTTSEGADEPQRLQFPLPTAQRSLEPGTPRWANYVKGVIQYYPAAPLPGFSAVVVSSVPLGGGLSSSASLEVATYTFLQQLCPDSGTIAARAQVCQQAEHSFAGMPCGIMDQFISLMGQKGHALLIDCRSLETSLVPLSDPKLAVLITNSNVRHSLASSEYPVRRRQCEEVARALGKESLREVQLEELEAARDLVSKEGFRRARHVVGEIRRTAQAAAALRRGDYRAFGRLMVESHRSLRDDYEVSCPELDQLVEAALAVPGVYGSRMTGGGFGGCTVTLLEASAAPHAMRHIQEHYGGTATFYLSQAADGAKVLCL
#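 5 nM enzyme, 35 uM ATP, 100 uM galactose, 20 mM HEPES pH8.0, 5 mM MgCl2; 1 h RT; residual ATP by Kinase-Glo Plus luminescence, qHTS format.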
# Starred values were filed as active, the others as inactive; u = inconclusive; x = no result given; [ ] = dose if it differs, or a comment. Unless noted, calls follow the shape of the dose curve; as a rule, active = well fitted curve in the direction sought with a large enough effect; inconclusive = small, poorly fitted or top-dose-only effect, or another doubt; inactive = no such curve, though single readings can be large; an effect the other way counts as inactive or inconclusive.
no.	mol	TCR act	Chronic BCR inh	Tb PFK inh	AT treatment	CXXC DNA block	Coupling enz	KCNH2 WT inh	GALK inhibitor	Giardia killer	TSHR antag
1	Cc1ccc2nc3c(cc2c1)c(NC(=O)C(C)(C)C)nn3CC(C)C	0.5%	-0.4%	-15.3%	38.2%	11.7%	-0.2	6.9	3.8%	-20.9	14.8
2	CCCSc1cc(=O)n(-c2ccccc2)nc1C(=O)O	2.5%	u	0.8%	-3.3%	11.0%	7.9	30.3	-0.2%	6.8	13.1
3	CCOC(=S)SCC(=O)N1CCc2cc(OC)c(OC)cc2C1C1C(=O)CC(C)(C)CC1=O (configuration not stated)	2.3%[46.1 µM]	u	-2.1%	7.0%	0.0%	-0.2	4.8	1.6%	-8.8	7.1
4	NC(=O)c1cc(-c2ccccc2)nc(Oc2ccccc2)n1	-1.6%	1.5%	-1.2%	-3.7%	-12.3%	4.6	13.6	-0.2%	4.9	-14.7
5	O=C(Cn1cnc2c(oc3ccccc32)c1=O)NCc1ccccc1	3.2%	-17.3%	-1.6%	1.1%	13.2%	2.3	-1.2	2.4%	-2.6	2.5
6	CCC(=O)Nc1ccc(S(=O)(=O)N2CCC(c3nc4ccccc4[nH]3)CC2)cc1	2.1%	u	-4.9%	6.3%	x	x	3.7	x	1.3	1.2
7	O=C(c1cccc(NS(=O)(=O)c2ccc(F)c(F)c2)c1)N1CCN(Cc2ccccc2)CC1	-0.8%[46.1 µM]	-2.1%	-0.4%	0.9%	16.6%	0.0	-2.9	0.2%	15.7	-12.5
8	c1csc(C(c2nnnn2C2CCCC2)N2CCOCC2)c1 (configuration not stated)	6.9%	u	-0.5%	-0.9%	1.1%	1.9	1.6	0.7%	-6.7	8.4
9	CC(NC(=O)C(=O)N1CCCCC1)C(c1cccs1)N1CCN(c2ccc(F)cc2)CC1 (configuration not stated)	3.0%	1.0%	0.9%	-7.8%	1.6%	x	2.7	5.6%	-9.6	-12.5
10	CCOC(=O)C(C(=O)OCC)C1CS(=O)(=O)CC1C(C(=O)OCC)C(=O)OCC (configuration not stated)	-0.8%[46.1 µM]	-4.9%	4.4%	x	-2.5%	-0.8	4.8	-3.6%	3.4	3.1
11	N#CCCCc1cc2cc(F)ccc2cn1	9.4%	u	-0.1%	0.9%	x	x	-0.4	x	-2.7	7.7
12	CCN(CC)CCNC(=O)c1ccc(NC(=O)Cc2ccsc2)cc1	0.5%	3.6%	0.4%	4.3%	12.7%	x	-18.9	-4.9%	0.8	4.2
13	CCc1ccccc1NC(=O)CCOc1ccccc1	-10.6%	u	-0.2%	-1.5%	10.5%	-0.5	5.4	0.9%	-8.2	-2.0
14	O=C(NCc1ccccc1Cl)C1CCCO1 (configuration not stated)	-3.4%	-1.9%	12.1%	0.6%	16.2%	1.9	-13.8	3.2%	4.1	-3.4
15	C=CCn1c(CNC(=O)c2ccco2)nnc1SCC(=O)Nc1cccc(F)c1	-0.3%	2.2%	-3.2%	-2.8%	-8.4%	-1.7	3.9	0.9%	12.5	6.7
16	COC(=O)COc1ccc(/C=N/NS(=O)(=O)c2ccccc2)cc1	x	-0.7%	4.5%	-18.3%	6.2%	1.8	3.8	-6.3%	2.4	14.7
17	Cc1cccn2c(=O)c3cc(C(=O)N4CCN(Cc5ccccc5)CC4)sc3nc12	-47.0%	u	-6.9%	10.0%	x	x	13.6	x	-6.3	-9.3
18	O=C(NCCCN1CCOCC1)c1c(F)c(F)c(F)c(F)c1F	2.5%	0.0%	-14.6%	3.0%	0.8%	0.0	7.6	-1.4%	-2.7	9.7
19	CC1CN(Cc2ccccc2)c2nc3c(c(=O)n(CC(=O)O)c(=O)n3C)n2C1 (configuration not stated)	-5.1%	5.5%	1.9%	9.5%	-0.8%	1.9	-7.6	4.1%	-3.5	14.8
20	COC(c1ccccc1)c1nnc(CCC(=O)N2CCN(CCOc3ccccc3)CC2)o1 (configuration not stated)	-6.7%	3.0%	3.5%	4.4%	-4.5%	-0.2	12.4	-1.2%	-3.6	-12.9
21	Cc1cc(N2CCCCC2)nc2ccc(NC(=O)CCC(=O)NCCC(C)C)cc12	-1.8%	5.0%	-2.7%	7.3%	-9.1%	-0.5	6.7	0.7%	1.1	17.5
22	O=C(CN1C(=O)CCSc2ccc(S(=O)(=O)N3CCCC3)cc21)NCc1ccccc1Cl	0.9%	0.1%	3.1%	2.7%	29.5%	x	4.1	1.9%	21.0	0.5
23	Cc1cc(C)cc(NC(=O)CCn2c(=S)[nH]c3ccccc3c2=O)c1	1.8%	-3.4%	-0.6%	-4.2%	9.1%	x	0.7	-3.6%	-16.1	-9.0
24	c1csc(-c2nnc(N3CCOCC3)c3ccccc23)c1	-3.4%	-1.5%	-8.6%	-5.9%	1.9%	-0.3	-2.8	-1.6%	-10.8	2.6
25	CC1Cc2ccccc2N1C(=O)C1CCCCN1S(=O)(=O)c1ccccc1 (configuration not stated)	-2.3%	-7.9%	5.4%	5.8%	0.4%	x	-8.8	-2.5%	-6.1	-22.1
26	CCOC(=O)C1CCCN(C(=O)c2cccc(NC(=O)C(CC)CC)c2)C1 (configuration not stated)	-5.3%	10.6%	-0.1%	-3.1%	-14.2%	-3.0	-19.9	2.3%	-7.0	-3.0
27	Cc1ccc(C2CCN(C(=S)NC(C)(C)C)C2)cc1 (configuration not stated)	1.1%	u	-4.4%	2.6%	-10.3%	-2.3	3.5	0.7%	-1.6	-9.5
28	CCn1c(CC(=O)Nc2ccc(F)cc2)nnc1SCC(=O)Nc1nnc(C)s1	0.0%	0.6%	-1.7%	-2.2%	-6.4%	-9.7	-11.9	0.0%	-2.5	15.9
29	COc1ccccc1Nc1nc2nonc2[nH]c1=O	2.7%	u	-26.5%	3.0%	4.4%	2.7	5.3	1.2%	-14.5	-5.4
30	Nc1c(C(=O)c2ccccc2)sc2nsc(SCCN3CCCC3)c12	-6.7%	u	-7.1%	3.6%	u	2.1	16.5	-0.7%	24.6	-5.3
31	CCOc1cc(C=O)ccc1OCCSc1ccc(Cl)cc1	1.5%	7.2%	-6.5%	32.9%	-19.0%	-2.7	-3.4	3.3%	2.7	18.2
32	COc1ccc(-c2cc(C(=O)NCc3cccs3)no2)cc1	3.6%	-6.7%	0.1%	5.3%	-18.2%	5.2	-18.7	1.1%	-12.0	0.6
33	COc1ccc(-c2cn[nH]c2-c2ccc(OCC(=O)NN)cc2O)cc1OC	-2.9%	u	1.1%	-6.5%	-2.5%	-3.6	-1.3	-1.5%	-14.5	-2.4
34	CCCCCCCC(=O)N/N=C/c1ccc([N+](=O)[O-])o1	6.5%[46.1 µM]	u	4.8%	-2.6%	-4.8%	-6.0	x	-2.2%	-88.0*	4.8
35	CCCCSCc1[nH]c(=O)[nH]c1C(=O)CCCCC(=O)OCC	-3.1%	-14.6%	-4.0%	-7.0%	-5.4%	0.5	3.2	0.0%	-2.5	-7.8
36	Cc1ccc(S(=O)(=O)N(C)CC(=O)NCCc2c[nH]c3ccccc23)cc1	2.7%	-11.0%	3.3%	-7.7%	2.1%	0.7	-6.9	7.4%	-9.0	-3.9
37	CN(C)C(=O)C12CCC(C)(C(=O)C1Br)C2(C)C (configuration not stated)	0.2%	11.8%	-2.7%	50.0%	-7.1%	-1.9	-4.8	0.5%	7.7	-3.5
38	COc1ccc(S(=O)(=O)N(C)CC(=O)NCCN2CCOCC2)cc1C	0.4%	3.9%	-0.3%	1.2%	-6.9%	0.5	-15.8	6.1%	-16.7	-8.4
39	Cc1nn(-c2ccc(N3CCOCC3)nn2)c(C)c1CCC(=O)Nc1ccc(F)cc1	-2.5%	0.6%	-5.2%	-3.5%	38.7%[activator]	3.2	25.4	0.4%	2.3	-1.8
40	O=C(c1ccc(Cl)cc1)N1CCN(CCOc2ccccc2)CC1	-3.2%	-0.4%	1.3%	-3.5%	4.8%	1.3	8.7	-1.1%	10.4	-0.9

# Three compounds already listed, ordered by their value in TCR act, largest number first:
no. | SMILES | TCR act
28 | CCn1c(CC(=O)Nc2ccc(F)cc2)nnc1SCC(=O)Nc1nnc(C)s1 | 0.0%
35 | CCCCSCc1[nH]c(=O)[nH]c1C(=O)CCCCC(=O)OCC | -3.1%
40 | O=C(c1ccc(Cl)cc1)N1CCN(CCOc2ccccc2)CC1 | -3.2%
